Screening data as filed in PubChem BioAssay.
MEP2 TOR yeast – alters MEP2-GFP fluorescence in TOR pathway yeast screen; 330,000 compounds, 0.51% hits; GFP response vs DMSO, % at 10 µM; S. cerevisiae MEP2-GFP strain, flow cytometry GFP, 3 h; 100% = DMSO control level;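 active means GFP response versus DMSO above a set limit, roughly screen mean plus 3 SD, cut at about 180% in these data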;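 further: median GFP fluorescence of the barcode-gated MEP2-GFP cells per well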
procasp7 counter – activates human procaspase-7, counter-screen for procaspase-3 activators | P55210 | recombinant procaspase-7, Ac-DEVD-pNA absorbance 405 nm; D23A/D198A/D206A triple mutant, cannot self-cleave; scale: DMSO 0, 5 µM enzyme 100 | activation, % at 8.5 µM | 330,000 compounds, 0.093% hits | AID 463210;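 active means percent activation above the screen-wide mean plus 3 SD, cut at about 25% in these data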
Target sequence (P55210 whole entry D23A/D198A/D206A): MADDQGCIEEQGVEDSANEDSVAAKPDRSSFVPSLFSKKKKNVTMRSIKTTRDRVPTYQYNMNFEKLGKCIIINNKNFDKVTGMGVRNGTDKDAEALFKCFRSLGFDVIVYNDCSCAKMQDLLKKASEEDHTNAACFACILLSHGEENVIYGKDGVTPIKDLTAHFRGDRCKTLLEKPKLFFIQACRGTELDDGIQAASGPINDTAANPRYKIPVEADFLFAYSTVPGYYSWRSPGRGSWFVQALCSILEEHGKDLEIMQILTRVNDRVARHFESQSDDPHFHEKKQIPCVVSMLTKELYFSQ
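Assay system: Uncleavable procaspase-7 mutant enzyme | Input: 2 µM procaspase-7 mutant as dispensed | Timing: 1 h compound preincubation, 2 h substrate cleavage, 25 °C | Repeats: One well per compound | Control set: DMSO wells as 0%, DMSO with 5 µM added PC-7 as 100% | Technique: Epi-absorbance of released pNA at 405 nm, two timepoints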
procasp3 activ – activators of human procaspase-3; recombinant procaspase-3 D3A, Ac-DEVD-pNA absorbance 405 nm; P42574; activation, % at 8.5 µM; 330,000 compounds, 0.11% hits;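 active means activation above the mean of all tested compounds plus 3 SD, cut at about 21% in these data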;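 further: 0% = DMSO alone and 100% = DMSO wells spiked with extra 5 µM PC-3 D3A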
Target sequence (P42574 whole entry D9A/D28A/D175A): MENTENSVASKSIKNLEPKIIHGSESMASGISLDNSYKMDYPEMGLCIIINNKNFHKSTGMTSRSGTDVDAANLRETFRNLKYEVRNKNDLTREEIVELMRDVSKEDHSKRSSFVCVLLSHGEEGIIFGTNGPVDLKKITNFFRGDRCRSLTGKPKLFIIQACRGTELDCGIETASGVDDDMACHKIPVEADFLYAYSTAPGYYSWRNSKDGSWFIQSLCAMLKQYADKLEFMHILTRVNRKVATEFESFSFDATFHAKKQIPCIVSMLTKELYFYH
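Assay system – Procaspase-3 D3A mutant · Benchmarks – DMSO low control, extra-enzyme high control · Technique – 405 nm absorbance of p-nitroaniline, reads at 0 and 120 min · Doses – 8.5 µM nominal · Measure – % activation between DMSO and enzyme-spiked controls · Also added – Ac-DEVD-pNA chromogenic peptide substrate · Schedule – 1 h compound preincubation, 2 h substrate hydrolysis at 25 °C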
RPL19A TOR yeast – alters RPL19A-GFP fluorescence in TOR pathway yeast screen; 330,000 compounds, 0.3% hits; AID 2025; S. cerevisiae RPL19A-GFP strain, flow cytometry, 3 h; hits give low values; percent response vs DMSO, % at 10 µM;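 active means percent response vs DMSO below 50%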;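 further: median channel GFP fluorescence of the barcoded RPL19A-GFP strain; ratio of sample median GFP to plate DMSO average so 100% = DMSO; lower means less RPL19A-GFP as with rapamycin TOR inhibition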
AHR activator – activates the human aryl hydrocarbon receptor. P35869. AHR-responsive luciferase reporter cells, luminescence. activation, % at 5 µM. 320,000 compounds, 2.5% hits. AID 2796; in the data active means activation above about 47%;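 further: 0% = vehicle wells and 100% = reference agonist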
JMJD2C inh – human JMJD2C demethylase inhibition; inhibition, % at 2.35 µM; Q9H3R0; 330,000 compounds, 0.069% hits; AID 2099; GST-JMJD2C(1-420) H3K9me3 demethylation, DELFIA europium;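 active means more than half of a compound's replicate wells show inhibition beyond 50%, single wells judged on their own value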;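 further: signal counts dimethyl H3K9 product captured on neutravidin plate; 0% = median of DMSO wells and 100% = 0.3 times that DMSO median; strong numbers were not always called active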
Target sequence (Q9H3R0 1-420 limits assumed): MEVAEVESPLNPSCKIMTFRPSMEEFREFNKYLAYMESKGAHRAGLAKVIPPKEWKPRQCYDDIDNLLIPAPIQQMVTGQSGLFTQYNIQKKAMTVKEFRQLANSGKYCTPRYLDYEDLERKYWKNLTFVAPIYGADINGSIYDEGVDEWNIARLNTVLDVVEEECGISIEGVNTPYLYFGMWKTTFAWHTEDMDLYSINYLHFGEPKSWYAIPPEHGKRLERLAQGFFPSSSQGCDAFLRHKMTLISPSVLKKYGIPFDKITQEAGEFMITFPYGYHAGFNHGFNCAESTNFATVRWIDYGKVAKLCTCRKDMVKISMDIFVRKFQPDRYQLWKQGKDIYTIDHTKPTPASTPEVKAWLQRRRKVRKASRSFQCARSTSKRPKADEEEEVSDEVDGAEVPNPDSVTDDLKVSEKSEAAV
LAP4 TOR yeast – alters LAP4-GFP fluorescence in TOR pathway yeast screen | S. cerevisiae LAP4-GFP multiplex, flow cytometry GFP, 3 h; median GFP as percent of DMSO wells | GFP response vs DMSO, % at 10 µM | 320,000 compounds, 0.34% hits | AID 2023;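 active means GFP response vs DMSO above a set limit, about the screen mean plus 3 SD, cut at about 150% in these data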
CR mimetic SO – caloric restriction mimetics inhibiting age-related superoxide in yeast; AID 2690; superoxide response (% of plate mean), % at 10 µM; 330,000 compounds, 0.18% hits; S. cerevisiae aged cells, superoxide DHE fluorescence; hits give low values;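 active means superoxide response under a set limit, about three screen SD below normal, cut at about 65% in these data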;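 further: yeast aged for seven days with compound at 30 °C before DHE staining; 100% = average MFI of all compound-treated wells on the plate with controls excluded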
* = called active by the depositor; / = no result given. Rows are unselected, and some 3.8% of all compounds hit somewhere here.

SMILES	MEP2 TOR yeast	procasp7 counter	procasp3 activ	RPL19A TOR yeast	AHR activator	JMJD2C inh	LAP4 TOR yeast	CR mimetic SO
CCOc1ccc(NC(=NCc2ccc3c(c2)OCO3)SC2CC(=O)N(c3ccc(C(=O)O)cc3)C2=O)cc1 (stereo not drawn)	96	12	-11	94	-2	0	81	110
CC(C)NC(=S)N/N=C/c1ccccc1[N+](=O)[O-]	106	-3	-4	121	8	6	113	101
CN(C)c1nc(Oc2ccc(=O)[nH]n2)nc(N2CCOCC2)n1	98	5	-7	98	-1	0	97	93
Cc1ccc(S(=O)(=O)NCCC(=O)NCc2ccccn2)cc1	104	0	0	98	2	-15	107	114
COc1ccc(NC2CS(=O)(=O)CC2OC(=O)c2ccc(F)cc2)cc1 (stereo not drawn)	101	10	2	100	-2	0	91	100
COc1cccc(CN2CCN(c3ncccn3)CC2)c1	106	0	0	113	-2	-3	120	98
COc1ccc(CNc2ncc(-c3cccc([N+](=O)[O-])c3)n2C)c(OC)c1OC	116	-18	4	98	-1	11	100	100
CCOC(=O)c1c(N)n(-c2ccc(N)cc2)c2nc3ccccc3nc12	88	12	0	92	11	8	85	108
CCOC(=O)c1sc(C)c2c1NC1(CCCCCC1)NC2=O	97	11	-3	96	2	-1	95	105
COc1cccc(N2CCN(S(=O)(=O)c3ccc4c(c3)NC(=O)CS4)CC2)c1	97	1	1	99	-2	-10	98	74
NC(N)=NC(=O)c1nc(Cl)c(N2CCCCCC2)nc1N	103	-2	2	99	28	-15	118	121
O=C(CN1CCCN(S(=O)(=O)c2ccc(Br)s2)CC1)Nc1ccc(Cl)cc1	99	4	4	100	1	0	99	97
CCOC(=O)Cc1csc(NC(=O)c2cccc(OC)c2)n1	94	9	-4	95	14	26	/	104
CN(C)[C@@H](CO)c1nnc([C@H](CC(=O)O)NC(=O)C2CCNCC2)o1	95	15	1	97	1	-9	125	98
COc1ccc(NC2=CC(=O)CC(C)(C)C2)cc1OC	95	-6	-2	95	4	4	99	73
COc1cc(C(=O)Nc2ccc(OCC(=O)N3CCOCC3)cc2C)cc(OC)c1OC	103	0	0	102	0	50	97	94
COc1ccc(N(CC(=O)N/N=C(\C)c2ccc(OC)c(OC)c2)S(=O)(=O)c2ccccc2)cc1	101	-2	0	101	5	1	92	105
CC(C)(C)OC(=O)N1CCC[C@H]1c1nnc(SCC(=O)Nc2cccc(Cl)c2)o1	103	8	4	99	-1	2	107	104
CCCCCCC(=O)N/N=C(\C)Cc1ccccc1	105	-2	1	105	5	0	90	90
CN(C)/N=C/c1ccc(P(c2ccc(/C=N/N(C)C)o2)c2ccc(/C=N/N(C)C)o2)o1	99	1	-1	100	1	0	101	96

A second format for part of the listing above.
Compound | MEP2 TOR yeast | procasp7 counter | procasp3 activ | RPL19A TOR yeast | AHR activator | JMJD2C inh | LAP4 TOR yeast | CR mimetic SO
CCOc1ccc(NC(=NCc2ccc3c(c2)OCO3)SC2CC(=O)N(c3ccc(C(=O)O)cc3)C2=O)cc1 (stereo not drawn) | 96 | 12 | -11 | 94 | -2 | 0 | 81 | 110
CC(C)NC(=S)N/N=C/c1ccccc1[N+](=O)[O-] | 106 | -3 | -4 | 121 | 8 | 6 | 113 | 101
CN(C)c1nc(Oc2ccc(=O)[nH]n2)nc(N2CCOCC2)n1 | 98 | 5 | -7 | 98 | -1 | 0 | 97 | 93
Cc1ccc(S(=O)(=O)NCCC(=O)NCc2ccccn2)cc1 | 104 | 0 | 0 | 98 | 2 | -15 | 107 | 114
COc1ccc(NC2CS(=O)(=O)CC2OC(=O)c2ccc(F)cc2)cc1 (stereo not drawn) | 101 | 10 | 2 | 100 | -2 | 0 | 91 | 100
COc1cccc(CN2CCN(c3ncccn3)CC2)c1 | 106 | 0 | 0 | 113 | -2 | -3 | 120 | 98
COc1ccc(CNc2ncc(-c3cccc([N+](=O)[O-])c3)n2C)c(OC)c1OC | 116 | -18 | 4 | 98 | -1 | 11 | 100 | 100
CCOC(=O)c1c(N)n(-c2ccc(N)cc2)c2nc3ccccc3nc12 | 88 | 12 | 0 | 92 | 11 | 8 | 85 | 108
CCOC(=O)c1sc(C)c2c1NC1(CCCCCC1)NC2=O | 97 | 11 | -3 | 96 | 2 | -1 | 95 | 105
COc1cccc(N2CCN(S(=O)(=O)c3ccc4c(c3)NC(=O)CS4)CC2)c1 | 97 | 1 | 1 | 99 | -2 | -10 | 98 | 74
NC(N)=NC(=O)c1nc(Cl)c(N2CCCCCC2)nc1N | 103 | -2 | 2 | 99 | 28 | -15 | 118 | 121
O=C(CN1CCCN(S(=O)(=O)c2ccc(Br)s2)CC1)Nc1ccc(Cl)cc1 | 99 | 4 | 4 | 100 | 1 | 0 | 99 | 97
CCOC(=O)Cc1csc(NC(=O)c2cccc(OC)c2)n1 | 94 | 9 | -4 | 95 | 14 | 26 | / | 104

(list continues)
SMILES	MEP2 TOR yeast	procasp7 counter	procasp3 activ	RPL19A TOR yeast	AHR activator	JMJD2C inh	LAP4 TOR yeast	CR mimetic SO
Fc1ccc(Nc2nc(Oc3ccccc3F)nc(N3CCCC3)n2)cc1	115	-10	1	106	33	-4	107	90
Cc1ccc(S(=O)(=O)c2nc(NC3CCS(=O)(=O)C3)sc2Cl)cc1 (stereo not drawn)	110	0	2	104	-2	-3	114	102
Cn1c(CNC(=O)C(Cc2ccccc2)NC(=O)c2ccccc2)cc(=O)n(C)c1=O (stereo not drawn)	114	-5	-1	101	-1	-5	107	102
FC(F)(F)C(Oc1nc(NC2CCCCC2)nc(N2CCOCC2)n1)C(F)(F)F	99	-1	8	96	1	-4	97	83
Nc1nc2n(n1)C(=O)CC(c1ccccc1)N2 (stereo not drawn)	101	6	6	98	-2	2	117	109
CC(C)(C)NC(=O)C(c1cccs1)N(C(=O)c1csnn1)c1ccccc1F (stereo not drawn)	86	-2	2	90	-1	7	94	102
COc1ccc(Cl)cc1NC(=O)C(C)OC(=O)c1ccc(NS(=O)(=O)c2ccc3[nH]c(=O)[nH]c3c2)cc1 (stereo not drawn)	112	4	-2	103	13	-1	95	94
Cc1ccc(CSc2ccc(-c3cccs3)nn2)cc1	108	3	1	104	6	6	105	94
CC(C)(C)NC(=O)Cn1c(SCC(=O)NC2CC2)nc2ccccc21	99	7	5	104	0	-1	92	100
COc1cc(OC)c(/C=N/NC(N)=S)cc1Br	107	-12	-12	105	0	-2	95	108
CSc1nc(N(C)NC(=O)c2ccc(F)cc2)c2ccccc2n1	115	8	-1	112	0	-2	120	106
O=C(COC(=O)C1CCN(S(=O)(=O)c2cccs2)CC1)Nc1ccccc1Br	114	1	1	98	1	3	112	106
COc1ccc(NC(=O)NCc2ccc(Cl)cc2)cc1	101	/	/	106	/	-10	66	84
O=C(COc1ccccc1)Nc1ncccn1	95	-7	3	117	1	0	80	102
COCCN1Cc2cccc(C(=O)Nc3c(C)cc(C)cc3C)c2C1=O	107	9	-2	100	1	-7	99	95
CN1C(=O)/C(=C/c2ccc(O)c([N+](=O)[O-])c2)N(C)C1=S	92	-1	-5	101	2	-32	67	107
Cc1ccc(CNC(=O)CCSCc2ccccc2C)cc1	96	5	1	102	-2	4	91	106
CCn1c(COc2ccccc2C)nnc1SCC(=O)N1CCC(C)CC1	103	-2	5	99	2	11	95	107
Cn1c(=O)[nH]c(=O)c2c1nc(N1CCCC1)n2CC(O)COc1ccccc1 (stereo not drawn)	109	6	10	100	2	6	99	84
Cc1ccc(NC(=O)COC(=O)C2CC3CCCC(C2)C3=O)c([N+](=O)[O-])c1 (stereo not drawn)	97	5	-1	98	0	-4	105	111
Cc1ccc(NC(=O)c2ccccc2CCc2ccccc2)c(C)c1	97	4	11	114	2	5	100	101
C(=N\Nc1cc(N2CCCCC2)ncn1)/c1ccco1	106	5	11	103	20	0	100	98
O=C(CN1C(=O)NC(Cc2ccccc2)C1=O)NC(=O)NC1CCCCC1 (stereo not drawn)	100	-1	0	98	9	-7	100	124
O=C1N(c2ccccc2)CCN1c1ccccc1	115	-3	-2	102	8	33	98	105
CCN1CC(CN(C)Cc2nc(-c3ccc(Cl)cc3)no2)CC1=O (stereo not drawn)	102	9	3	94	12	0	105	104
COc1ccc(C(C(=O)NCCC(C)C)N(CCN2CCOCC2)C(=O)Cn2nnc3ccccc32)c(OC)c1 (stereo not drawn)	105	-10	-2	100	-2	2	104	96
O=C(COc1ccc(Br)cc1)NCc1cn2ccccc2n1	102	3	7	97	4	-6	94	101
COc1cccc(NC(=O)CCNS(=O)(=O)c2ccc3c(c2)CC(C)N3C(=O)C2CC2)c1 (stereo not drawn)	99	-2	12	95	0	-2	93	113
CC1(C)CC(N2CCCCC2)=CC(=[N+]2CCCCC2)C1	94	-1	1	94	0	9	96	91
COCCNC(=O)c1ccc(N2CC3CC(C2)c2cccc(=O)n2C3)c(NC(=O)c2ccc(F)cc2)c1 (stereo not drawn)	95	2	0	94	-2	-3	95	104
COC(=O)c1c(NC(=O)C2CC=CCC2C(=O)O)sc(C)c1C (stereo not drawn)	100	0	1	91	2	17	98	117
Cc1n[nH]c(=O)n1-c1ccc(OCc2ccccc2)cc1	96	-1	-1	95	13	-11	101	93
O=C(O)c1cc2nc(-c3ccccc3)cc(C(F)(F)F)n2n1	94	3	9	93	0	3	93	95
Cc1cnc(C(=O)OCC(=O)Nc2oc(-c3ccccc3)c(-c3ccccc3)c2C#N)cn1	103	-13	5	96	5	-42	101	112
Cc1ccc(CNC(=O)c2ccc([N+](=O)[O-])o2)cc1	94	-6	-9	96	0	4	90	91
O=C(COC(=O)/C=C/c1ccc(Cl)cc1Cl)NCc1ccco1	90	10	2	100	0	-5	89	85
CCCn1nc(C(=O)NCc2ccccn2)c2ccccc2c1=O	103	10	-1	103	20	7	104	98
O=C(CN1C(=O)c2ccccc2C1=O)Nc1ccccc1F	102	-3	5	105	6	4	102	108
CCN(c1ccccc1)S(=O)(=O)c1cc2c(cc1C)N(C)CCO2	101	-3	5	100	0	16	103	90
Clc1ccc(C2[C@H]3CN(CC4CCCCC4)[C@H](c4ccccc4)C34CC2(c2cccnc2)C4)cn1 (stereo partly drawn)	92	-4	5	94	1	0	123	101
COc1cc(OC)cc(-c2c(-c3cccs3)c3cc(-c4ccc5[nH]ccc5c4)ccc3n2C)c1	106	8	3	100	1	-1	103	68
Cc1nc(NCc2ccco2)nc2c1C(=O)CC(C)C2 (stereo not drawn)	106	2	-2	102	9	9	97	108
Cc1ccc(Cl)cc1N1CCN(C(=O)C(=O)N2CCCCC2)CC1	97	4	1	91	-1	4	97	98
CC(C)(C)c1ccc(C(=O)NNc2ncccc2-n2cccc2)cc1	94	0	2	92	4	18	109	90
